Screening results deposited in PubChem BioAssay by Sanford-Burnham Center for Chemical Genomics.
CXCR6 inh: blocks human CXCR6 beta-arrestin recruitment; hit rate 0.36% among 360,000; O00574; CHO-K1 PathHunter CXCR6 beta-arrestin, luminescence; inhibition, % at 20 µM; in the data active = inhibition above about 34%, passing the limit was not always enough;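 also: antagonist mode with CXCL16 agonist at 10 nM final; 0% = 10 nM CXCL16 with DMSO and 100% = unstimulated wells without agonist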
Target sequence (O00574 whole entry, looked up): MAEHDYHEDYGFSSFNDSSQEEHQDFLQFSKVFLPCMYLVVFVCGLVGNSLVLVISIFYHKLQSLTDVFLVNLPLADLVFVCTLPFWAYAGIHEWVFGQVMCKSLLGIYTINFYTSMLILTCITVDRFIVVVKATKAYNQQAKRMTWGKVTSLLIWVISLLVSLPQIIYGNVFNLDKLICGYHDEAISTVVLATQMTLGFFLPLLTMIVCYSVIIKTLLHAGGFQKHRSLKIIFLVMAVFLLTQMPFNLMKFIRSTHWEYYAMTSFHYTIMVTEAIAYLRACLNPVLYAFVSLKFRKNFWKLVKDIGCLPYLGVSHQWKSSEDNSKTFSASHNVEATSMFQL
Gli-Sufu antag: antagonists of Gli-Sufu signaling; inhibition, % at 5 µM; AID 588413; hit rate 0.74% among 340,000; Sufu-KO-LIGHT fibroblasts, Gli luciferase reporter luminescence;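 active = inhibition above about 55%, limit read from the data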;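 also: 0% = DMSO-treated cells and 100% = wells with medium but no cells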
UBC13 polyUb: human UBC13 polyubiquitination inhibition | P61088 | UBC13 polyubiquitin chain formation, TR-FRET | hit rate 0.47% among 330,000 | inhibition, % at 20 µM; in the data active = inhibition above about 45%, passing the limit was not always enough
Jurkat NFkB inh: inhibitors of the PMA/ionomycin-induced NF-kB reporter in Jurkat cells; inhibition, % at 4 µM; PMA/ionomycin-induced NF-kB luciferase reporter, luminescence; hit rate 0.53% among 330,000; in the data active = inhibition above about 50%
APJ antagonist: APJ receptor antagonism | AID 2521 | inhibition, % at 20 µM | P35414 | CHO-K1 APJ beta-arrestin complementation, luminescence | hit rate 0.32% among 330,000;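 active = inhibition above about 40% at 20 µM, limit read from the data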;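 also: cells challenged with 10 nM apelin-13 agonist together with compound; plate controls were apelin-13 plus DMSO wells for no effect and DMSO wells lacking apelin-13 for full effect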
Target sequence (P35414 whole entry, looked up): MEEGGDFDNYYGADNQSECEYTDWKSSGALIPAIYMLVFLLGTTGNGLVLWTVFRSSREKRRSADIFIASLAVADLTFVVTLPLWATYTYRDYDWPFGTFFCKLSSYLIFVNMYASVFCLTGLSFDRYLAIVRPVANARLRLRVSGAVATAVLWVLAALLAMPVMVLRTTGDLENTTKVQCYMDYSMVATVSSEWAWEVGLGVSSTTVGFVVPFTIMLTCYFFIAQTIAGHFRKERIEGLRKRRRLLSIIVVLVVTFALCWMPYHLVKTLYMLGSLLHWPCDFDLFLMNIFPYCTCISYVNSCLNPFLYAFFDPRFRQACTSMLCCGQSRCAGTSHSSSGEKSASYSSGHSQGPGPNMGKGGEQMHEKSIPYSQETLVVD
CCR6 antagonist: antagonists of human CCR6 receptor; P51684; CHO-K1 CCR6 PathHunter beta-arrestin, luminescence, CCL20-stimulated; inhibition, % at 20 µM; hit rate 0.49% among 340,000; AID 493098;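 active = compounds whose inhibition of the agonist-driven luminescence signal at 20 µM reaches about 50%, limit read from the data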;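 also: cells stimulated with CCL20 at 14 nM final; plate controls were DMSO with CCL20 for no effect and DMSO without agonist for full effect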
697 NFkB inh: lowers PMA/ionomycin-induced NF-kB signal in 697 B cells. 697 B-cell NF-kB luciferase reporter, 16 h. inhibition, % at 4 µM. hit rate 0.33% among 330,000; in the data active = inhibition above about 35%
EBI2 antag: antagonists of human EBI2 receptor; P32249; hit rate 0.81% among 360,000; inhibition, % at 5 µM; EBI2 beta-arrestin recruitment, luminescence, 7a,25-OHC stimulated; in the data active = inhibition above about 38%;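 also: enzyme fragment complementation signal reports receptor beta-arrestin coupling in cells; 0% = agonist plus DMSO wells and 100% = wells without agonist; some results beyond the cut were filed as inactive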
Target sequence (P32249 whole entry, looked up, the tested form may be a part): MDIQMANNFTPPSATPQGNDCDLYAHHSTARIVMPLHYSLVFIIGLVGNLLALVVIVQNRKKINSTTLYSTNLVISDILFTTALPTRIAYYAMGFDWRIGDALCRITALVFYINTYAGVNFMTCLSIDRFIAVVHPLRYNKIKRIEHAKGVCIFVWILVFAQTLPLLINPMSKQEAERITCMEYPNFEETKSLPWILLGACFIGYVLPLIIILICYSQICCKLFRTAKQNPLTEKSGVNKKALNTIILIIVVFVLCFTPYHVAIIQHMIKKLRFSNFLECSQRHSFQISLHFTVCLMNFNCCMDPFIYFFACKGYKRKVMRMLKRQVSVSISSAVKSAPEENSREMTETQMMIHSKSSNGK
Active calls of the source: *; . = not tested or not shown.

item	SMILES	UBC13 polyUb	Gli-Sufu antag	697 NFkB inh	APJ antagonist	Jurkat NFkB inh	CXCR6 inh	EBI2 antag	CCR6 antagonist
1	CCCCN(C(=O)CC1CCCCC1)c1c(N)n(CC(C)C)c(=O)[nH]c1=O	-4	4	0	-7	-3	2	4	10
2	COc1ccc(CN2c3c(Br)cccc3C(=O)CS2(=O)=O)cc1	.	-23	7	.	.	0	-6	12
3	CN(C)CCCCOc1cccc(Br)c1	0	-5	1	-9	4	-1	-6	-17
4	CC1CCCC(C)N1C(=O)CSc1nnc(-c2c[nH]c3ccccc23)o1 (stereo unspecified)	13	-48	-91	-18	-43	-1	3	-1
5	COc1ccc(Cl)cc1-n1c(=S)sc2c(=O)[nH]c(SCC(=O)NCCC(C)C)nc21	-16	6	8	-14	1	-2	-8	-4
6	Cn1c(=O)oc2cc(S(=O)(=O)NCCC(=O)NCCc3ccccc3)ccc21	9	0	17	0	-3	-6	2	-1
7	O=C(Nc1nc(=O)c2ccccc2s1)c1ccc(Cl)cc1	6	-49	-51	16	-27	3	8	18
8	CCC(C)NC(=O)CN(c1ccc(OC)cc1)S(=O)(=O)c1ccc(NC(C)=O)cc1 (stereo unspecified)	-2	7	3	0	20	1	-11	12
9	O=C(Nc1ccc(F)cc1)c1ccccc1NC(=O)C1CCCCC1C(=O)O (stereo unspecified)	.	6	.	.	.	6	1	-5
10	O=C(COc1nnnc2ccccc12)N1CCCc2ccccc21	4	9	4	-16	4	-4	2	1
11	Cc1ccc(-n2c(O)c(/C=N/c3ncn[nH]3)c3ccccc3c2=O)cc1	-4	-8	21	22	5	12	-9	4
12	O=C(Nc1nnc(-c2ccncc2)o1)c1cccc(N2C(=O)CCC2=O)c1	-28	1	-37	-11	-21	-3	-4	-6
13	O=C(CSc1nnc(-c2ccco2)c(-c2ccco2)n1)Nc1ccccc1	-7	-4	-30	-3	2	0	-9	11
14	O=C(NCCc1c[nH]c2ccccc12)C1CCCN(S(=O)(=O)c2ccccc2)C1 (stereo unspecified)	9	7	9	15	-3	-8	46*	7
15	COc1ccc(Oc2nc3c(C)cccn3c(=O)c2/C=C(\C#N)C(N)=O)cc1	-5	5	-22	4	-10	-4	24	18
16	CCN(C(=O)c1ccccc1Cl)c1ccccc1	-20	1	-25	-1	-16	6	-1	-19
17	CC1(C)Cc2c(sc(NC(=O)c3ccc(S(=O)(=O)N4CCCC4)cc3)c2C#N)C(C)(C)N1	-1	-3	-8	24	-5	-16	1	22
18	CCCCN(Cc1cccs1)S(=O)(=O)c1ccc(-c2ccc(=O)[nH]n2)s1	-7	4	-5	-14	25	4	-3	26
19	CCc1nc2ccccc2c(=O)n1NC(=O)c1c(O)c2ccccc2n(CC)c1=O	6	1	16	1	-5	-1	-2	-6
20	CCCn1c(O)c(N=NC(=O)CNC(=O)c2ccncc2)c2ccccc21	-14	-13	-19	-3	-2	5	-1	7
21	O=c1cc(-c2ccccc2O)nc(-c2ccccc2)[nH]1	-9	2	-1	4	-4	-8	-7	5
22	N/C(=N\OC(=O)c1ccccc1Cl)c1ccccn1	1	-54	-98	-16	-80	1	1	-12
23	CCc1ccc(NC(=O)C2CC(=O)N=C(N)S2)cc1 (stereo unspecified)	8	-3	-6	-4	9	-3	-9	-3
24	Cc1ccc(-n2ncc3c(Nc4cccc(C(=O)O)c4)ncnc32)cc1	3	3	-87	12	-17	-8	-11	10
25	C=CCNC(=O)c1c[nH]c2ccc(S(=O)(=O)N(C)c3ccc(OCC)cc3)cc2c1=O	-5	5	4	-10	-4	-6	-11	-5
26	Cc1cc(NC(=S)Nc2ccc(C)c(Cl)c2)n[nH]1	6	-34	-32	23	-46	-5	7	2
27	Cc1oc2c(c(C)cc3oc(=O)c(CC(=O)NCCCN4CCCC4=O)c(C)c32)c1C	11	33	7	3	-8	2	0	-9
28	COC(=O)C1CC(O)C(O)C(O)C1 (stereo unspecified)	.	5	.	.	.	-9	-2	-6
29	S=C(NCc1cccnc1)NCc1cccnc1	-2	5	5	-6	-13	2	-7	-3
30	Cc1ccc2c(c1)C1CN(C)CCC1N2C(=O)COc1ccc(N(C)C(=O)C(C)(C)C)cc1 (stereo unspecified)	5	-9	21	-7	-1	-5	2	12
31	CCC(C)C(=O)Nc1nnc(SCC(=O)N2C(C)CCCC2C)s1 (stereo unspecified)	-8	28	13	-4	9	5	5	9
32	O=C(OCN1C(=O)c2ccccc2C1=O)c1ccccc1	2	-18	7	-7	8	5	-3	21
33	COc1ccc(NCc2nnc(SCC(=O)NNC(=O)c3ccc(C)cc3)n2C)cc1	-4	-3	-6	-11	-9	-1	-2	-1
34	O=C1CCCC(=O)C1C1c2ccccc2CCN1C(=O)CCl (stereo unspecified)	4	-28	7	-8	-7	4	-10	2
35	COc1ccc(NC(=O)c2ccccc2Cl)cc1NC(=O)CN1CCOCC1	-1	28	13	5	-5	-7	-3	-5
36	COc1ccc(C(=O)N(C)Cc2ccc(C)o2)cc1OC1CCN(C(C)=O)CC1	-7	2	-2	-6	-1	2	-9	10
37	CC1CC(C)CN(S(=O)(=O)c2ccc3c(c2)oc(=O)n3CC(=O)N(C)Cc2ccccc2)C1 (stereo unspecified)	2	3	8	-3	18	-8	4	-3
38	COc1ccc(CN2CSC(=S)N(Cc3ccc(OC)cc3)C2)cc1	5	5	-30	9	14	9	2	19
39	O=C1c2ccccc2C(O)N1c1ccccc1 (stereo unspecified)	2	-26	5	18	-2	0	-2	12
40	O=C(CCCCCN1C(=O)CCC1=O)Nc1ncn[nH]1	9	7	20	-11	10	-5	-3	-13
41	COc1ccccc1CCC(=O)Nc1cccc(S(=O)(=O)N2CCOCC2)c1	-3	11	-20	9	-9	2	4	1
42	O=[N+]([O-])c1ccc(C[n+]2cc(-c3ccccc3)n3c2CCCCC3)cc1	1	12	-5	-26	-12	-23	-6	1
43	COc1ccc(CCN2CC(C(=O)NCc3cc(C(C)C)no3)CCC2=O)cc1 (stereo unspecified)	0	2	9	17	-1	-7	13	17
44	COC(=O)c1ccccc1NC(=O)C1CC(c2ccc(F)cc2)=NO1 (stereo unspecified)	-7	6	8	13	5	6	5	6
45	Cc1ccc(S(=O)(=O)N2CCCC2)cc1C(=O)N1CCN(Cc2ccccc2)CC1	-2	-9	9	17	17	25	-13	-4
46	Cc1nc(C2CC(=O)OC23CCCCC3)cs1 (stereo unspecified)	2	9	1	2	0	-3	1	3
47	CCOCCCNC(=O)Cn1cc2c(n1)CCCCC2	4	-1	6	19	9	4	2	1
48	CC(C)CC(=O)NC(=S)Nc1nc(-c2ccc(Cl)cc2)cs1	2	-12	-30	8	-13	1	11	31
49	CC1CN(Cc2cc(=O)[nH]c(C(C)C)n2)CC(C)O1 (stereo unspecified)	-1	-14	-7	-18	-17	6	-5	13
50	CCN(C(=O)Cn1cnc2ccccc2c1=O)C1CCS(=O)(=O)C1 (stereo unspecified)	4	-8	10	20	14	3	-5	0
51	Cc1ccc(C)c(Nc2c(F)c(F)c(F)c(F)c2C(=O)O)c1	2	1	15	-2	8	1	-19	-2
52	COc1ccccc1-c1cc(C(F)(F)F)nc(S(=O)(=O)CCCC(=O)N2CCCCC2C)n1 (stereo unspecified)	15	-8	-24	-11	-9	36	20	12
53	CC(C)CC(=O)Nc1ccc(C(=O)Nc2cccc(O)c2)cc1	3	-54	-9	-23	-62	-7	10	14
54	COc1ccc(C(=O)CSc2nnc3ccccn23)cc1OC	-10	-12	2	1	-4	-1	-9	-7
55	Cc1cc(Nc2ccccc2)nc(N2CCOCC2)n1	2	-4	-11	1	-16	9	2	-7
56	O=C(Cn1cc2c(n1)CCCCC2)N1CCCCC1	-10	-24	-6	-22	-19	-1	-4	2

Additional records:
item	SMILES	UBC13 polyUb	Gli-Sufu antag	697 NFkB inh	APJ antagonist	Jurkat NFkB inh	CXCR6 inh	EBI2 antag	CCR6 antagonist
57	COC(=O)C1CSc2[nH]c(=O)sc2C1c1ccccc1 (stereo unspecified)	7	-1	10	-12	1	7	0	-2
58	O=C(Cn1cnc2c(NC(=O)OCc3ccccc3)ncnc21)NCc1ccccn1	-14	-8	-19	-8	-25	1	-2	-3
59	CC(=O)N1CCSc2ccc(S(=O)(=O)Nc3cccc(C)c3)cc21	0	17	-57	-3	17	0	7	-4
60	CC1CC(C)CN(CC(=O)NCCc2ccc(S(N)(=O)=O)cc2)C1 (stereo unspecified)	7	-8	17	13	9	3	-10	7
61	CCN(CCCNC(=O)C1CCN(S(=O)(=O)CC)CC1)c1ccccc1	-5	-1	-3	19	-3	-4	-2	1
62	O=C(CCl)N(O)c1ccc(C=Cc2ccccc2)cc1	.	-63	.	.	.	-1	5	-10
63	O=S(=O)(Nn1cnnc1)c1ccccc1	-6	2	26	5	-3	-1	5	-21
64	COCCN(C(=O)c1cc(S(=O)(=O)N2CCCCC2)ccc1Cl)c1c(N)n(CC(C)C)c(=O)[nH]c1=O	1	-8	9	-39	-16	6	1	11
65	CCOC(=O)c1cc2c(=O)[nH]c(C(Cl)(Cl)Cl)nc2o1	-10	8	22	12	-1	4	3	-7
66	O=C(CCCN1C(=O)/C(=C/c2ccccc2Cl)SC1=S)NNC(=O)c1ccccc1Cl	3	31	69*	-7	13	-6	10	18
67	COc1ccc2oc(C(=O)OCC(=O)N(C)c3ccccc3)c(C)c2c1	10	-5	-6	-1	-3	10	5	9
68	O=C1NC2(CCCCCC2)C(=O)N1Cc1ccccc1Br	0	-47	-1	10	-10	0	-8	-6
69	CN1CCN(C(=O)CCn2c(=O)c3cccn3c3cccnc32)CC1	0	-5	11	7	-2	6	-12	-10
70	Cn1c(=O)n(Cc2ccc(Br)cc2)c2ccccc21	11	5	17	-2	1	1	2	6
71	Cn1cnnc1SCC(=O)Nc1cccc(C(=O)O)c1	8	-2	18	0	4	-3	-4	-2
72	O=C(Nc1cccc(C(F)(F)F)c1)N(Cc1ccc(Cl)cc1)CC(O)C(F)(F)F (stereo unspecified)	2	2	-6	-2	11	-13	2	-7

Values by screen from the list:
697 NFkB inh, compounds 68–71, in order: -1, 11, 17, 18
CCR6 antagonist, compounds 68–71, in order: -6, -10, 6, -2
CXCR6 inh, compounds 68–71, in order: 0, 6, 1, -3

(continued)
item	SMILES	UBC13 polyUb	Gli-Sufu antag	697 NFkB inh	APJ antagonist	Jurkat NFkB inh	CXCR6 inh	EBI2 antag	CCR6 antagonist
73	O=C(Nc1ncccc1O)c1c(O)c2ccccc2[nH]c1=O	13	-6	10	-1	2	-7	2	-2
74	CC(C)Nc1ncnc2c1cnn2Cc1ccccc1Cl	1	3	7	-18	-11	-14	-7	4
75	CC(=O)Nc1ccc(S(=O)(=O)N2CCN(CC(=O)N3CCOCC3)CC2)cc1	-4	-16	4	-1	1	-2	-4	-5
76	CN1CCN(CC(O)COc2ccc(C34CC5CC(CC(C5)C3)C4)cc2)CC1 (stereo unspecified)	.	2	.	.	.	-16	-7	28
77	O=C(Nc1ccncc1)c1ccc2c(c1)C(=O)N(C1CCCCC1)C2=O	6	-6	-16	-9	-12	-4	5	-20
78	COCC(=O)Nc1ccc(F)cc1	5	16	19	-9	7	-15	-2	2
79	COc1ccc(CNC(=O)CN(C(=O)c2csnn2)c2cccc3ccccc23)cc1	-4	17	13	4	18	4	6	0
80	COc1ccc(CN(Cc2cc3cccc(C)c3[nH]c2=O)C(=O)N(C)C)cc1	4	5	16	-11	-7	-7	-3	8
81	CCN(CC(=O)Nc1ccc(NC(C)=O)cc1)C(=O)c1ccccc1Sc1ccccc1C#N	35	-14	4	-8	10	3	3	11
82	CC(=O)Nc1ccc(Oc2ncccn2)c(Cl)c1	2	4	27	9	23	-7	-3	-2
83	Cc1c(/C(O)=C2/C(=O)C(=O)N(CCN3CCOCC3)C2c2cccs2)cnn1-c1ccccc1 (stereo unspecified)	-32	-25	-101	-18	-71	3	-9	15
84	CSc1ccc(CCNC(=O)c2cc(-c3ccccc3)c(N3CCOCC3)s2)cc1	6	-12	-9	-10	3	17	23	17
85	Cn1c(CNC(=O)CNC(=O)Cc2ccc(F)cc2)cc(=O)n(C)c1=O	6	26	3	-6	9	2	-3	-8
86	COc1cccc(CC(=O)Nc2nc(-c3cc(OC)ccc3OC)cs2)c1	16	-10	-3	-2	-9	-4	2	17
